# Assay outcomes: PubChem, several laboratories
# DSG3 Ab inh: inhibitors of pemphigus antibody binding to human desmoglein-3; DSG3-coupled beads, scFv-anti-DSG3-GFP binding, flow cytometry; hits give low values; binding (percent of control), % at 10 µM; 310,000 compounds, 0.48% hits;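 active = binding more than 3 SD below its plate's average and above zero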;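 also: hits lower antibody fragment binding to DSG3; some compounds called inactive have numbers as strong as hits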
# Target sequence (P32926 whole entry, looked up, the tested form may be a part): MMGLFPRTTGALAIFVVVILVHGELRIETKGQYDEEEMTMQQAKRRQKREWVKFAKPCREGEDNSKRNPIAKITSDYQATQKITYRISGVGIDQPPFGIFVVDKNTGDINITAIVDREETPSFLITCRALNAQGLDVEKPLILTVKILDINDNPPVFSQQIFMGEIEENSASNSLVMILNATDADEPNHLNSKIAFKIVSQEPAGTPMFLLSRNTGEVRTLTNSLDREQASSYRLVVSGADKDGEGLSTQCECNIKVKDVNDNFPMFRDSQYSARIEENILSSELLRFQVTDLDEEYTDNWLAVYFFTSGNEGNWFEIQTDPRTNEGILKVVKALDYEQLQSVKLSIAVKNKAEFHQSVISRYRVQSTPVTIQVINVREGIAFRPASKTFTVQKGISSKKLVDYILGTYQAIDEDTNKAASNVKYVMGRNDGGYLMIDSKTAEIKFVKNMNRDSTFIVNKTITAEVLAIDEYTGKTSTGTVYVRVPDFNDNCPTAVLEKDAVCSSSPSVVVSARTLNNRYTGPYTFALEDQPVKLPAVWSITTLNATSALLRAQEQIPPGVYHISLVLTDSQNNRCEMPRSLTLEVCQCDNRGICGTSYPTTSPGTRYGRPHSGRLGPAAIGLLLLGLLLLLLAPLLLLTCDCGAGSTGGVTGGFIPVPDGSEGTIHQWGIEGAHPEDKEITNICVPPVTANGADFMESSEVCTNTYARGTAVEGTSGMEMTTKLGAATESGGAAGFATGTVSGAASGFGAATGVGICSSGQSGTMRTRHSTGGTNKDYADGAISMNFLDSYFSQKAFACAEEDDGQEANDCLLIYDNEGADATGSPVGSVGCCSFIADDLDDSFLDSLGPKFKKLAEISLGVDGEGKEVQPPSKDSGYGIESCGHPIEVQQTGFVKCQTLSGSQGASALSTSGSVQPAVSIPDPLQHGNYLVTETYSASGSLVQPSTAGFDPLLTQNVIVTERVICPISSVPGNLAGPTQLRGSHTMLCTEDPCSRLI
# OPRM1-OPRD1 ag: OPRM1-OPRD1 heterodimerization agonism | P35372+P41143 | cells, luminescence | activation, % at 9.3 µM | 340,000 compounds, 0.3% hits | AID 504326; in the data active = activation above about 18%;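 also: 0% = vehicle-treated cells and 100% = reference agonist; values of inactives mirror those of a sister screen read the other way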
# RTF Ca sens inh: cardiac RTF calcium desensitization. P19429+P45379. IANBD-labeled cardiac RTF, Ca2+ fluorescence. inhibition, % at 7.15 µM. 340,000 compounds, 0.12% hits;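 active = inhibition above the mean inhibition of all tested compounds plus 3 SD, cut at about 17% in these data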;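 also: assay run at fixed EC70 calcium of 1.6 mM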
# OPRM1-OPRD1 inv: inverse agonists of human mu-delta opioid receptor heterodimerization; P35372+P41143; cell-based MOR-DOR heterodimer luminescence, inverse agonism; AID 504357; inhibition, % at 9.3 µM; 340,000 compounds, 0.21% hits; in the data active = inhibition above about 22%, passing the limit was not always enough;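 also: 0% = cells with DMSO and 100% = wells without cells with DMSO; values of inactives mirror those of a sister screen read the other way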
# Keap1-Nrf2 PPI: disrupts human Keap1 binding to Nrf2 peptide; Q14145; Keap1 Kelch-Nrf2 peptide fluorescence polarization, 1536-well; inhibition, % at 9.4 µM; 340,000 compounds, 0.15% hits; in the data active = inhibition above about 12%;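 also: human Keap1 Kelch domain with fluorescein labeled Nrf2 9mer peptide probe; 0% = neutral control wells and 100% = peptide positive control; higher means more block of Keap1 binding to Nrf2 peptide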
# V-ATPase pH: alters yeast V-ATPase proton transport. S. cerevisiae, pHLuorin cytosolic pH fluorescence. response, % at 10 µM. 350,000 compounds, 0.37% hits; in the data active = response mostly above about 7.3%, no sharp cut-off; inactive = mostly below about 5.4%; also: actives read high; inactives centre near 0; some compounds called inactive have numbers as strong as hits; reference of the scale not given here
# RTF Ca sens act: cardiac RTF calcium sensitization; P19429+P45379; IANBD-labeled TnC RTF fluorescence at EC20 calcium; 0% EC20 calcium, 100% full calcium; activation, % at 7.2 µM; 340,000 compounds, 0.24% hits;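 active = activation above the mean over all tested compounds plus 3 SD, cut at about 30% in these data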;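 also: rise in fluorescence read as greater calcium sensitivity of cardiac thin filaments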
# Arr AP2 block: human beta-arrestin and AP2 interaction inhibition; 340,000 compounds, 0.31% hits; AID 504490; FITC-arrestin peptide / GST-AP2 beads, flow cytometry; AP2 beta2 appendage carries R879A mutation; inhibition, % at 10 µM;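 active = inhibition above a set limit, near 3 SD of compounds lacking own fluorescence, cut at about 54% in these data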;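 also: plate controls were DMSO wells for no effect and 5 µM unlabelled arrestin peptide for full effect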
#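 Assay system: GST-AP2 R879A bound to glutathione beads, E. coli-expressed; Medium: PBS with 0.05% Tween 20 and 0.1% BSA; Also added: fluorescein-tagged arrestin peptide at 50 nM final; Timing: 12 min plus 1 h, RT; Measured by: flow cytometry, FL1 (488/535 nm); Evaluation: percent drop in bead-associated FITC signal.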
# Wnt bcat act: activators of Wnt/beta-catenin signaling; Wnt/beta-catenin reporter cell assay, activator, plate reader; activation, % at 9.35 µM; 300,000 compounds, 1.2% hits; AID 743398; in the data active = activation above about 30%, passing the limit was not always enough;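 also: 0% = neutral control wells and 100% = positive control wells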
# LANA DNA inh: blocks KSHV LANA C-terminal domain binding to DNA | MBP-C-LANA/FAM-LBS DNA binding, fluorescence polarization | inhibition, % at 9 µM | 340,000 compounds, 0.078% hits;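 active = highest replicate inhibition at or above 60% at 9 µM, even if other replicates fall short; inactive = all replicates below 60% inhibition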;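 also: 0% = neutral control wells and 100% = 4 µM acridine orange control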
# Active calls of the source: *; x = no result given. Not a hit list (roughly 3.1% active in at least one column).
no.	compound	DSG3 Ab inh	OPRM1-OPRD1 ag	RTF Ca sens inh	OPRM1-OPRD1 inv	Keap1-Nrf2 PPI
1	CCC(=C(c1ccc(OC)cc1)c1ccc(OC)cc1)c1cn(CC(O)CN(CCO)CCO)c2ccccc12 (centres undefined)	98	2.9	-15	-14	1
2	O=C(N/N=C/c1ccccn1)c1ccccc1	113	-2.0	-4	11	-1
3	Cc1nc(N)sc1C(=O)Nc1ccccc1	96	-4.0	11	17	0
4	O=C(O)c1ccc(COc2ccc(CO)cc2Cl)cc1	117	-3.0	-5	14	1
5	COc1cc(O)sc1C=Nc1ccc(Cl)cc1	83	-2.4	1	15	-8
6	Cc1ccc(NC(=O)CSc2n[nH]c(C)c2[N+](=O)[O-])cc1	96	0.7	-8	-4	-3
7	Cc1cc(C)c2sc(N(CCCN(C)C)C(=O)c3ccc(Br)s3)nc2c1	116	12	2	-65	-1
8	O=C(Nc1ccc(OC(F)(F)F)cc1)C1CCCN(S(=O)(=O)c2cccnc2)C1 (centres undefined)	100	-0.9	0	5	-2
9	O=C(Nc1cccc([N+](=O)[O-])c1)Nc1ccc(Cl)cn1	102	-1.8	-10	10	-6
10	CCCc1nn(C)c(C(N)=O)c1[N+](=O)[O-]	98	-3.7	2	19	2
11	CCCC(=O)Nc1nc(C)c(-c2csc(Nc3cc(OC)ccc3OC)n2)s1	100	-0.1	-2	1	-4
12	COc1cccc(/C=N/NC(=O)c2c(C)nc3ccc(Cl)cn23)c1OC	108	-3.8	-4	17	-1
13	CC1CCCN(C(=O)CSc2nnc(-c3c[nH]c4ccccc34)o2)C1 (centres undefined)	84	-1.1	1	6	0
14	COc1ccc(CNC(=O)Cn2ccc(N)nc2=O)cc1	103	-2.8	2	16	1
15	COc1ccc(NC(=O)CN(c2ccc(F)cc2)S(=O)(=O)c2ccccc2)c(OC)c1	131	-1.0	-5	5	2

no.	V-ATPase pH	RTF Ca sens act	Arr AP2 block	Wnt bcat act	LANA DNA inh
1	-1	6	12	-3	0.9
2	-2	11	8	6	-0.6
3	1	-1	14	1	1.4
4	-2	-1	-8	21	2.2
5	2	-4	0	15	-1.1
6	2	-2	7	-2	-0.3
7	0	8	29	-7	-2.4
8	-174	5	-9	0	-3.0
9	0	-1	13	2	-1.4
10	-1	3	-1	x	0.0
11	2	0	7	-7	-0.2
12	-3	5	-1	-3	-1.2
13	2	-5	16	x	-0.1
14	-9	-9	25	-1	2.1
15	0	1	2	-6	2.4

# Brought forward from above: seven entries, followed by the next part.
no.	compound	DSG3 Ab inh	OPRM1-OPRD1 ag	RTF Ca sens inh	OPRM1-OPRD1 inv	Keap1-Nrf2 PPI
9	O=C(Nc1cccc([N+](=O)[O-])c1)Nc1ccc(Cl)cn1	102	-1.8	-10	10	-6
10	CCCc1nn(C)c(C(N)=O)c1[N+](=O)[O-]	98	-3.7	2	19	2
11	CCCC(=O)Nc1nc(C)c(-c2csc(Nc3cc(OC)ccc3OC)n2)s1	100	-0.1	-2	1	-4
12	COc1cccc(/C=N/NC(=O)c2c(C)nc3ccc(Cl)cn23)c1OC	108	-3.8	-4	17	-1
13	CC1CCCN(C(=O)CSc2nnc(-c3c[nH]c4ccccc34)o2)C1 (centres undefined)	84	-1.1	1	6	0
14	COc1ccc(CNC(=O)Cn2ccc(N)nc2=O)cc1	103	-2.8	2	16	1
15	COc1ccc(NC(=O)CN(c2ccc(F)cc2)S(=O)(=O)c2ccccc2)c(OC)c1	131	-1.0	-5	5	2
16	CCC(CC)NC(=O)COn1nnc2ccc(S(=O)(=O)N3CCOCC3)cc21	97	-1.6	6	10	-7
17	O=C(N/N=C/c1ccc(O)cc1)c1cccc(C(F)(F)F)c1	103	-1.6	-12	8	4
18	CCCCN1/C(=C/c2ccc3ccccc3[n+]2CC)Sc2ccccc21	x	x	x	x	-8
19	Cc1ccccc1NS(=O)(=O)c1ccc(C(=O)N2CCCC2)cc1	117	-2.9	8	16	-5
20	CN(C(=O)c1ccc(NC(=O)Cc2ccc(NC(=O)C3CCN(C(=O)c4ccccc4)CC3)cc2)cc1)C1CC1	98	-1.4	-7	8	0
21	Cc1nnc(NC(=O)CSc2nnc(CNC(=O)C34CC5CC(CC(C5)C3)C4)n2C2CCCCC2)s1	100	-3.4	2	18	-3
22	O=C(NCCCn1ccnc1)c1cc(Br)c(Br)s1	96	-1.9	-4	10	3
23	Cc1ccc(S(=O)(=O)N(CC(=O)N/N=C/c2ccccc2C(=O)O)c2cc(Cl)cc(Cl)c2)cc1	104	-3.0	-12	14	1
24	CCCCN1C(=O)/C(=C/C=C2\Oc3ccccc3N2CC)SC1=S	192	-0.7	-241	3	-8
25	CCN(CC)CCNC(=O)/C(=C/c1cn(CC)c2ccccc12)NC(=O)c1cc(OC)c(OC)c(OC)c1	105	-2.2	-12	11	-5
26	COCCCNc1oc(-c2ccccc2OC)nc1C#N	106	3.3	2	-18	-2
27	CCc1ccccc1NC(=O)/C(=C/c1ccco1)c1ccccc1	103	5.4	-8	-23	-2
28	CC(C)OP(=O)(OC(C)C)C(NC(=O)c1ccccc1)C(N)=O (centres undefined)	115	-1.1	7	6	-3
29	COc1ccc(NC(=O)COC(=O)C2CC(=O)N(c3ccc(C)cc3)C2)cc1 (centres undefined)	118	0.2	5	-2	-2
30	CC(C)(C)C(=O)c1cnc(Nc2ccccc2Cl)s1	101	8.1	5	-46	-4

no.	V-ATPase pH	RTF Ca sens act	Arr AP2 block	Wnt bcat act	LANA DNA inh
9	0	-1	13	2	-1.4
10	-1	3	-1	x	0.0
11	2	0	7	-7	-0.2
12	-3	5	-1	-3	-1.2
13	2	-5	16	x	-0.1
14	-9	-9	25	-1	2.1
15	0	1	2	-6	2.4
16	-1	-3	-4	-2	-0.6
17	1	-8	-21	-3	0.4
18	-6	x	-38	x	-24
19	3	10	-17	-1	-1.2
20	-5	4	40	-3	1.2
21	1	-3	2	-4	2.6
22	3	0	-6	0	1.0
23	2	0	-3	-1	1.0
24	4	186*	3	-2	0.5
25	-2	9	8	0	-0.1
26	-7	-9	4	x	0.8
27	0	4	9	0	0.8
28	-6	-1	35	0	0.2
29	1	-4	3	0	0.3
30	-2	2	-5	x	0.7

# Later entries:
no.	compound	DSG3 Ab inh	OPRM1-OPRD1 ag	RTF Ca sens inh	OPRM1-OPRD1 inv	Keap1-Nrf2 PPI
31	CCCN(CCC)CCCNC(=O)CCNS(=O)(=O)c1ccc(Br)cc1	104	-0.4	-4	3	-7
32	Cc1c(C)c2cc3c4c(oc3c(C)c2oc1=O)CCCC4	x	-0.4	-7	2	0
33	COc1ccc2oc(C(=O)OCC(=O)NC(=O)c3ccccc3)c(C)c2c1	99	-1.4	-2	10	-6
34	CCC(=O)Nc1cccc(-c2nc3ccc(C)cc3o2)c1	112	0.2	1	-1	-4
35	COC(=O)c1ccc(OC(=O)C23CCC(C)(C(=O)O2)C3(C)C)cc1 (centres undefined)	96	-0.6	-2	3	-4
36	Cc1cnc(SCc2cnc(C)nc2N)nc1	106	-2.3	-7	12	3
37	Oc1ccccc1-c1cc(-c2ccc(Cl)cc2)n[nH]1	103	10	1	-46	0
38	c1cncc(C(c2nnnn2C2CCCC2)N2CCCC2)c1 (centres undefined)	97	-1.6	-4	9	6
39	CC(C)Cc1nc(N2CCOCC2)c(C#N)c2c1CCC2	110	7.1	-9	-35	-2
40	Cc1cccc(C(C)C)c1NC(=O)COC(=O)CCN1C(=O)C2CC=CCC2C1=O (centres undefined)	105	-2.3	-6	12	-1
41	Cc1n[nH]c(C)c1N=Nc1ccc(Br)cc1	96	-0.4	2	2	3
42	Cc1ccc(Cn2ncc3c(N4CCN(c5ccccc5C)CC4)ncnc32)cc1	77	3.6	-17	-20	-4
43	O=C(CCCCCn1c(=S)[nH]c2ccc(N3CCOCC3)cc2c1=O)NCc1ccc(Cl)cc1	97	2.4	-5	-11	-2
44	CS(=O)(=O)Nc1ccccc1C(=O)OCC(=O)NC1CC1	x	-4.7	3	19	-2
45	CCn1nnnc1NC(=O)c1ccc2ccccc2c1	113	-2.2	-2	10	-1

no.	V-ATPase pH	RTF Ca sens act	Arr AP2 block	Wnt bcat act	LANA DNA inh
31	7	-4	26	-2	0.7
32	1	7	7	x	-0.8
33	2	-7	-3	-1	0.4
34	0	-4	40	38*	-1.2
35	-1	-3	-1	0	-0.7
36	0	3	20	0	2.9
37	1	-9	37	1	0.7
38	-7	1	-7	-1	-0.4
39	-4	-6	-14	x	2.1
40	2	-2	3	0	-0.7
41	0	-3	-19	1	0.4
42	0	6	-3	x	0.3
43	4	-5	-4	-8	-1.2
44	1	-1	-13	0	1.6
45	-1	-1	18	4	0.0

# (list continues)
no.	compound	DSG3 Ab inh	OPRM1-OPRD1 ag	RTF Ca sens inh	OPRM1-OPRD1 inv	Keap1-Nrf2 PPI
46	NS(=O)(=O)c1ccc(Nc2nc3ccccc3nc2NS(=O)(=O)c2cccc([N+](=O)[O-])c2)cc1	102	-3.7	2	20	0
47	Cc1ccccc1-c1noc(CCC(=O)NCc2ccco2)n1	x	-3.5	-3	17	10
48	COc1ccc(Cc2nnc(SCC(=O)c3ccc(OC)cc3)o2)cc1	83	-0.2	-23	1	-1
49	Fc1ccc(CCNC(=S)Nc2ccc(F)cc2)cc1	133	0.6	1	-3	-5
50	CCOC(=O)c1c(CN2CCOCC2)n(-c2ccccc2)c2cc(Br)c(O)cc12	100	1.7	8	-8	-2
51	O=C(Nc1ccn(CCCNCCN2CCOCC2)c(=O)n1)OCc1ccccc1	107	-0.5	1	2	-7
52	CCOc1ccc(C(=O)NCCNC(=O)c2ccc(OCC)cc2)cc1	90	-2.4	0	11	-1

no.	V-ATPase pH	RTF Ca sens act	Arr AP2 block	Wnt bcat act	LANA DNA inh
46	-2	-3	19	16	2.5
47	-5	-2	4	0	7.0
48	2	-3	-10	x	-0.5
49	-3	4	-11	8	0.2
50	-3	0	24	-3	0.9
51	3	-4	1	-1	-0.3
52	4	4	-4	1	-1.2
